Source: PubChem BioAssay
FEN1 inhibitor = human FEN1 inhibition. Recombinant FEN1 flap cleavage, fluorescence, 15 min. Potency, µM (series often up to 114 µM), inactives show at the highest dose activity change, negative = inhibition, usual class: inhibitors. hit rate 0.35% among 390,000; further: nearly all actives have a fitted effect of over 65% in size
Target sequence (P39748 whole entry, looked up): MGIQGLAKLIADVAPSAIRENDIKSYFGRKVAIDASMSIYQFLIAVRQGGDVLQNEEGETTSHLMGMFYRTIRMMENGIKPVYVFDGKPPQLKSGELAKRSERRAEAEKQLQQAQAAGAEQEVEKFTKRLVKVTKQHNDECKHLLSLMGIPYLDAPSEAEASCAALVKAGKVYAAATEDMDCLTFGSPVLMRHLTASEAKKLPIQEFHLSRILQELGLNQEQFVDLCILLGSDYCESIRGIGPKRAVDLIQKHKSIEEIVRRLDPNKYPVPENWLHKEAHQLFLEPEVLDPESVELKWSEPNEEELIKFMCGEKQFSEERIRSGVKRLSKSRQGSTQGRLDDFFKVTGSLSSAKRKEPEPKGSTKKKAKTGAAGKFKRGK
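Reaction started by adding substrate (50 nM final) to 10 nM enzyme after 15 min room-temperature compound preincubation. Reads at 0 and 15 min, with data normalized and fitted to a four-parameter Hill equation.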
N370S GC = inhibits or activates N370S mutant glucocerebrosidase; N370S GC spleen homogenate, 4MU-glucoside fluorescence; hit rate 0.092% among 330,000; P04062; Potency, µM (highest dose often 59.4 µM), for inactives: top-dose activity change, negative = inhibition, usual class: inhibitors; AID 2101;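 further: 0% = full enzyme activity and -100% = no enzyme basal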
TDP1 inh = blocks human tyrosyl-DNA phosphodiesterase 1 | Q9NUW8 | recombinant TDP1, AlphaScreen DNA substrate cleavage | Potency, µM (highest dose often 130 µM), for the others: at the highest dose activity change, negative = inhibition, actives largely listed as inhibitors | hit rate 0.28% among 350,000 | AID 485290; further: nearly all actives have a fitted effect of over 40% in size
Target sequence (Q9NUW8 whole entry, looked up): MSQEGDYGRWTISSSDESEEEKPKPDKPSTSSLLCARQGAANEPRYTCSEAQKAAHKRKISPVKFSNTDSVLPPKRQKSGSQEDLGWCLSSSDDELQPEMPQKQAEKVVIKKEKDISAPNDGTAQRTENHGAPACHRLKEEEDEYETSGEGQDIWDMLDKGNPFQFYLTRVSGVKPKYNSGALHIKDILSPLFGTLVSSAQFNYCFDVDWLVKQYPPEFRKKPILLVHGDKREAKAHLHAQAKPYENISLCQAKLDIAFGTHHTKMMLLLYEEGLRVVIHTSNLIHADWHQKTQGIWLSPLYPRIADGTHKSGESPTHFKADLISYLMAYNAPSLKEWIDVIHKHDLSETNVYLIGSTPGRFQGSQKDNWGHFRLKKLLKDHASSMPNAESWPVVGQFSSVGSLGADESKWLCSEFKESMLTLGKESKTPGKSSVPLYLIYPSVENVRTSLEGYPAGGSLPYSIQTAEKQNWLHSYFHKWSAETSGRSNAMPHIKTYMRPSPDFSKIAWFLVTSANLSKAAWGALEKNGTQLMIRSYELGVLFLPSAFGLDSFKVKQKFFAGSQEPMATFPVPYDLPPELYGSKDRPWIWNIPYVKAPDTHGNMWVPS
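Recombinant E. coli-expressed Tdp1 (1 nM) preincubated with compound 15 min at RT, then 5'-biotin/3'-phosphotyrosine-FITC DNA substrate (15 nM) added for 5 min. AlphaScreen beads (10 ug/ml) added, 10 min RT; tyrosine-FITC cleavage read as signal loss.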
* hit, by the source's call; u = inconclusive; x = not tested or not shown; & = joins results of further samples; [ ] = remark or other dose. The call rests on the fitted dose curve; in most records, active means well fitted curve in the direction sought with a large enough effect; inconclusive means small, poorly fitted or top-dose-only effect, or another doubt; inactive means no such curve, though single readings can be large; an effect the other way counts as inactive or inconclusive. Unless noted, on the % scale 0 is the no-effect control and ±100 the full control effect; potency means the concentration at half of the fitted maximal effect. Outcome played no part in choosing rows. Share with any hit: about 0.57%.

Every second line gives: FEN1 inhibitor, N370S GC, TDP1 inh
> CCOC(=O)c1c(C)oc2ccc(NS(=O)(=O)c3cccs3)cc12
  u, -11%, 3%
> O=C(c1cccnc1)N1CCN(S(=O)(=O)c2cccs2)CC1
  -14%, 3%, 1%
> CCn1c(=O)n(CCc2ccccc2)c(=O)c2c3c(sc21)CCCC3
  -22%, 7%, 0%
> CCOc1ccc(C(=O)NCC2CCCO2)cc1OCC (stereo not given)
  -4%, 2%, 7%
> CCC(=O)Nc1cccc(-c2nc3ncccc3o2)c1C
  -10%, 2%, 4%
> O=C(N/N=C/c1cn(-c2cccs2)nc1-c1ccccc1)c1ccc(O)cc1
  -4%, u, 10%
> Cc1ccc(CSc2nnc(-c3ccco3)n2N)cc1
  -3%, 1%, 5%
> COc1cccc(C2C(C(=O)c3ccc(C)o3)=C(O)C(=O)N2CCN2CCOCC2)c1 (stereo not given)
  0%, -7%, 4%
> COc1ccc(CC(=O)Nc2ccc(S(=O)(=O)NCC3CCCO3)cc2)cc1 (stereo not given)
  1%, 2%, 3%
> Cn1cc(CCC(=O)NC2CC(C)(C)Cc3c2cnn3-c2ccc(F)cc2)cn1 (stereo not given)
  2%, 2%, 3%
> COc1ccc(C(=O)NCCONC(=O)c2ccc(OC)cc2)cc1
  23%, 2%, 1%
> O=C(NCCCN1CCCC1=O)Nc1ccccc1F
  -5%, -1%, 1%
> COc1cccc(C(=O)OCC(=O)NC(=O)NC2CCCC2)c1O
  -2%, 4%, 4%
> CC1=CCC2C(=O)N(c3cc(C)on3)C(=O)C2C1 (stereo not given)
  -1%, -3%, 1%
> CCOC(=O)CNC(=O)c1sc(NC(=O)c2ccccc2)nc1C
  8%, -4%, 7%

Some of these compounds in order of the N370S GC value, descending:
| SMILES | N370S GC | TDP1 inh |
| --- | --- | --- |
| COc1ccc(C(=O)NCCONC(=O)c2ccc(OC)cc2)cc1 | 2% | 1% |
| Cc1ccc(CSc2nnc(-c3ccco3)n2N)cc1 | 1% | 5% |
| O=C(NCCCN1CCCC1=O)Nc1ccccc1F | -1% | 1% |
| CCOC(=O)c1c(C)oc2ccc(NS(=O)(=O)c3cccs3)cc12 | -11% | 3% |

(further entries)
Every second line gives: FEN1 inhibitor, N370S GC, TDP1 inh
> CC(C)(C)NC(=O)CSc1nnc(-c2ccco2)n1Cc1ccco1
  0%, 4%, -1%
> COc1ccccc1NC(=O)CCC(=O)Nc1nnc(C(F)(F)F)s1
  -15%, 18%, -1%
> COc1cc(NC(=O)CSc2nnc(C)s2)cc(OC)c1
  -14%, 4%, 5%
> O=C(CCNC(=O)c1ccco1)Nc1ccc(F)c(Cl)c1
  -3%, -13%, 6%
> Cc1cccc(NC(=O)CSc2nc(C)nc3c2c(=O)n(C)c(=O)n3C)c1
  5%, 4%, 5%
> O=C(Nc1cccc(-n2cccn2)c1)C1CCCN(Cc2ccccc2F)C1 (stereo not given)
  12%, -26%, 3%
> Cc1cc(-n2nc(C)cc2C)nc(NS(=O)(=O)c2ccccc2)n1
  -3%, u, 2%
> CN(C)C(CN1C(=O)C2CC=CCC2C1=O)c1cn(C)c2ccccc12 (stereo not given)
  -1%, -7%, 0%
> COc1ccc2oc(-c3cccc(NC(=O)CSc4ccc(Cl)cc4)c3)nc2c1
  10%, 5%, 3%
> CN(C)CCNC(=O)c1cccc(S(=O)(=O)Nc2ccc(F)cc2)c1
  -2%, -5%, 0%
> Cc1[nH]c2ccccc2c1C(Nc1nccs1)c1ccncc1 (stereo not given)
  6%, 7%, 3%
> CC(C)(C)C(=O)N(CCN(C(=O)C(C)(C)C)c1ccccc1)c1ccccc1
  0%, -2%, 7%
> C/C(=N\O)c1c(C)c2ccccc2n1C
  10%, 0%, -1%
> O=C(CCSc1nnc2ccccn12)Nc1ccc(F)cc1
  14%, 0%, -1%
> CCN(CC)Cc1c(C(=O)OC(C)C)nnn1-c1nonc1N
  -3%, -17%, 3%
> CC(=O)NC(CCS(C)(=O)=O)C(=O)Nc1ccccc1 (stereo not given)
  -1%, 1%, 3%
> Cc1nn(-c2ccccc2)c2nc(C3CC3)cc(C(=O)NCc3ccccc3Cl)c12
  17%, x, -5%
> COC(=O)N/N=C/c1cn(CCOc2ccc(OC)cc2)c2ccccc12
  -26%, 10%, x
> COc1cc(C2OC(=O)c3ccccc3S2)cc(OC)c1OC (stereo not given)
  0%, -2%, 0%
> CCOC(=O)c1sc(=S)n(C)c1NC(=O)c1ccccc1Cl
  -3%, u, 3%
> COc1ccc(C2=NN(C(=O)c3ccco3)C(c3cc4ccccc4nc3Cl)C2)cc1 (stereo not given)
  2%, 9%, x
> O=C(NC1CCCC1)C(c1ccsc1)N(C(=O)Cc1cccs1)c1ccc(F)cc1 (stereo not given)
  -1%, -9%, -2%
> CN(C)S(=O)(=O)c1cccc(NC(=O)COc2cccc3ccccc23)c1
  10%, -2%, 2%
> COC(=O)c1cc2c([nH]c3ccccc32)c(C)n1
  x, 0%, 6%
> Brc1ccc(-c2ccccc2)cc1
  5%, 16%, -12%&0%
> O=c1cc(CS(=O)(=O)c2ccccc2)nc(-c2ccncc2)[nH]1
  -3%, -5%, 0%
> O=C1CC(c2ccccc2)Cc2[nH]c(=O)c(-c3nc(-c4ccc(Cl)cc4)cs3)cc21 (stereo not given)
  16%, x, -2%
> COc1ccc(CCN2C(=O)CS/C2=N\NC(=O)c2cccs2)cc1OC
  23%, 8%, -2%
> C=CCn1c(=N)n(CC(=O)c2ccc(Br)cc2)c2ccccc21
  -8%, -21%, x
> O=C(NC(=S)Nc1cccc2c(O)cccc12)c1ccco1
  -4%, -11%, 6%

Two entries drawn at random from the list so far:
Every second line gives: FEN1 inhibitor, N370S GC, TDP1 inh
> Brc1ccc(-c2ccccc2)cc1
  5%, 16%, -12%&0%
> O=C(NC1CCCC1)C(c1ccsc1)N(C(=O)Cc1cccs1)c1ccc(F)cc1 (stereo not given)
  -1%, -9%, -2%

The listing continues.
Every second line gives: FEN1 inhibitor, N370S GC, TDP1 inh
> COc1cc(OC)cc(C(=O)N[C@H](C(=O)NCCc2c[nH]c3ccccc23)C(C)C)c1
  9%, -10%, 1%
> COc1ccc(NC(=O)c2cc(CN3C(=O)c4ccccc4C3=O)ccc2OC)cn1
  u, u, -7%
> CCOC(=O)C1=C(C)N(C)C(=O)NC1c1c(C)nn(-c2ccccc2)c1C (stereo not given)
  -6%, 6%, -11%
> C=CCOC(/C=C/c1ccccc1)C[Si](C)(C)C (stereo not given)
  -6%, -10%, 9%
> Cc1nn(C)cc1C(C(=O)NC1CCCCC1)N(C(=O)Cc1cccs1)c1ccc(F)cc1 (stereo not given)
  17%, 1%, 1%
> CCOC(=O)c1ncn2c1C(=O)OC2(C)C
  0%, 3%, 2%
> O=C(OC(C(=O)NCC1CCCO1)c1ccc(F)cc1)c1ccco1 (stereo not given)
  -11%, 2%, 6%
> COc1ccc(OCC(=O)NCC2(N3CCN(C)CC3)CCCCC2)cc1
  -6%, x, -7%
> CCc1ccc2oc(=O)cc(CN(C)Cc3ccccc3)c2c1
  -15%, 19%, 2%
> CC(=O)NCCc1ccc(-c2csc(NC(=O)C3CC(=O)N(C4CCCC4)C3)n2)cc1 (stereo not given)
  -5%, -4%, -7%
> COc1ccc(N2CCN(C(=O)c3nn(-c4ccc(C)cc4)c(=O)n(C)c3=O)CC2)cc1
  -11%, x, 3%
> CN(Cc1ccc(C(F)(F)F)cc1)C(=O)C1CC(=O)N(Cc2ccco2)C1 (stereo not given)
  15%, x, 0%
> C=CCn1c(-c2csc(-c3ccc(Cl)cc3)n2)n[nH]c1=S
  3%, -7%, 2%
> CCNC(=S)N(Cc1ccc(OC)cc1)C1CC(=O)N(c2ccc(OCC)cc2)C1=O (stereo not given)
  0%, -7%, 2%
> COc1ccc(N2CCN(C(=O)COC(=O)CCOc3cc(C)ccc3C)CC2)cc1
  10%, -18%, 5%

The list goes on:
Molecule | FEN1 inhibitor | N370S GC | TDP1 inh
COc1ccc2c(c1)-c1c(ssc1=S)C(C)(C)N2C(=O)CSC1=NCCS1 | -11% | 23% | 8%
COc1ccccc1N1CCN(C2CCCN(S(=O)(=O)c3cccc(Cl)c3)C2)CC1 (stereo not given) | -16% | -9% | 6%[56.1 µM]
O=C(Nc1ccc2c(c1)OCO2)c1ccc(=O)[nH]n1 | 18% | -16% | x
C=CCN(CC=C)S(=O)(=O)c1ccc(NC(=S)NC(=O)/C=C/c2ccccc2)cc1 | 20% | 23% | 5%
CCOC(=O)C1CCN(C(=O)C2CCN(S(=O)(=O)c3cc(Cl)ccc3Cl)CC2)CC1 | -6% | -16% | 7%
Cc1cccc(C)c1-n1c(C)nn(-c2ncc(C(F)(F)F)cc2Cl)c1=O | 10% | 0% | 5%
CCN(CC)C(=O)CSc1nc2cc3c(cc2c(=O)n1Cc1ccc(C(=O)NCCc2ccc(OC)c(OC)c2)cc1)OCO3 | 2% | x | 0%
Cc1ccccc1NCC(=O)N/N=C\C=C\c1cccc([N+](=O)[O-])c1 | -22% | 3% | 6%
CC(=O)OC(Cn1ccnc1)c1ccccc1 (stereo not given) | -4% | -17% | -2%
CCCCN(CC)c1nc(N)c2c(N)nc(OCC)cc2c1C#N | u | u | 7%
COc1ccc(OC)c(NC(=O)c2cc3c(=O)n4ccccc4nc3n2C)c1 | -10% | 9% | 1%
Cc1ccsc1C1C(C(=O)O)c2ccccc2C(=O)N1C (stereo not given) | 15% | 0% | 6%
Cc1ccc(-n2ncc3c(N4CCC5(CC4)OCCO5)ncnc32)c(C)c1 | 9% | 5% | 7%
CC(C)c1ccc(/C=C(\NC(=O)c2ccccc2)C(=O)NCCCN2CCOCC2)cc1 | 12% | -8% | 1%
CCc1c(C(=O)OC)nnc2cc(C)nn12 | -5% | x | 0%
Cc1cc(C)c(NC(=S)NC(NC(=O)c2ccccc2)C(Cl)(Cl)Cl)c(C)c1 (stereo not given) | -4% | -8% | 8%

Complete entries, quoted from the list. Order of values: FEN1 inhibitor | N370S GC | TDP1 inh
Listed for CCOC(=O)c1c(C)oc2ccc(NS(=O)(=O)c3cccs3)cc12 = u | -11% | 3%
Listed for COC(=O)c1cc2c([nH]c3ccccc32)c(C)n1 = x | 0% | 6%
Listed for O=C(Nc1ccc2c(c1)OCO2)c1ccc(=O)[nH]n1 = 18% | -16% | x
Listed for COc1ccc2oc(-c3cccc(NC(=O)CSc4ccc(Cl)cc4)c3)nc2c1 = 10% | 5% | 3%

(next part)
Molecule | FEN1 inhibitor | N370S GC | TDP1 inh
O=C(O)c1ccc(Cl)c(S(=O)(=O)N2CCCC2)c1 | -5% | -3% | 50µM*
CCN1C(=O)CS/C1=N\c1nccs1 | -13% | 4% | 0%
COc1ccc(/C=C/c2cc(=O)c3cc(Cl)ccc3o2)cc1 | -10% | 9% | 4%
CC(C)Oc1cccc(C(=O)NC(=S)N2CCN(c3ccc(C(F)(F)F)cc3[N+](=O)[O-])CC2)c1 | -17% | -2% | 10%
Cc1nn(C)c(C(=O)NNC(=S)NC2CCCCC2)c1Br | 26% | 5% | 6%
Cn1nc(C(F)(F)F)c(C(=O)Nc2ccc(C(F)(F)F)cc2)c1Cl | -10% | -10% | -3%
Cc1cc(C)c(S(=O)(=O)c2ccc(Cl)cc2C)c(Cl)n1 | -1% | -15% | -1%
COc1ccc(C(=O)Nc2cc(S(=O)(=O)N3CCCC3)ccc2Cl)cc1 | -19% | x | 1%
COc1ccc(-c2nc(N)ncc2-c2ccccc2OC)c(O)c1 | -18% | 3% | x
O=C(Nc1ccc(Cn2cccn2)cc1)c1ccc(COc2cccc(Br)c2)cc1 | -22% | 23% | -3%
CCCCC/C=C\C/C=C\C/C=C\CCCCCCC(=O)NCC(=O)O | x | -5% | 7%
O=c1c2ccccc2nc(SCc2cccc(F)c2)n1-c1cccc(S(=O)(=O)N2CCCC2)c1 | -7% | 15% | 6%
Cc1nnc(SCc2ccc(Cl)cc2)n1CC1CCCO1 (stereo not given) | -1% | 3% | 6%
CCC1=C(C)CN(C(=O)NCCc2ccc(S(=O)(=O)NC(=O)NC3CCC(C)CC3)cc2)C1=O (stereo not given) | 0% | u | 0%
Cc1cc(NC(=O)c2ccccc2)n(-c2nc3ccccc3[nH]2)n1 | 3% | -4% | 1%
NS(=O)(=O)c1cccnc1Nc1cccc(Cl)c1 | 0% | 1% | -1%
CCCN1C(=O)/C(=N\OCC(=O)NCC(F)(F)F)c2ccccc21 | 9% | 6% | 3%
O=C(N/N=C/c1cccs1)c1ccc2nc[nH]c2c1 | 0% | 11% | 0%
ON1C2CCCCC2N(O)C1c1ccccc1C(F)(F)F (stereo not given) | -8% | 7% | -9%
CC1(C)Cc2c(cnn2-c2ccc(F)cc2)C(NC(=O)CCN2CCCCC2=O)C1 (stereo not given) | 11% | -2% | 4%
CCOc1ccccc1C(=O)Nc1nnc(Cc2ccc(OC)c(OC)c2)s1 | 12% | -3% | x
CC(Sc1ccccn1)C(=O)Nc1ccc2c(c1)OCO2 (stereo not given) | -9% | x | 1%
Cc1ccc(N(Cc2cc(=O)[nH]c3ccccc23)C(=O)C(C)C)c(C)c1 | 6% | -4% | x
CC1CCC(NC(=O)CSc2nnc(-c3cccnc3)o2)CC1 (stereo not given) | -2% | x | 2%
